Rab7 wt GTP bind: alters GTP binding to wildtype dog Rab7. GST-Rab7 beads, fluorescent GTP binding, flow cytometry; actives lie on both sides; untreated = 100%, excess cold GTP = 0%. GTP binding activity (percent of control), % at 10 µM. 190,000 tested, 0.055% active. AID 758;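 active = fluorescent GTP binding to Rab7 beads changed by at least 20 points from the 100% baseline, either direction, mostly lower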;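 also: median green fluorescence of bound Bodipy-FL-GTP per Rab7 bead population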
Rab2 wt GTP: changes GTP binding to wildtype dog Rab2A, up or down; P61105; GST-Rab2 wt beads, Bodipy-GTP binding, flow cytometry; GTP binding activity, % at 10 µM; 190,000 tested, 0.19% active; AID 760;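 active = GTP binding activity at least 20 points away from 100%, either lowered or raised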;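 also: 0% = beads with excess unlabeled GTP and 100% = no-compound control corrected for plate trend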
ABCB1 inh: human ABCB1 inhibition, ABCG2 as counter-screen | CCRF-Adr cells, JC-1 efflux, flow cytometry | inhibition, % at 6.6 µM | 190,000 tested, 0.067% active; in the data active = inhibition above about 40%;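 also: 0% = vehicle and 100% = reference inhibitor; higher value means more JC-1 retained so stronger ABCB1 efflux block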
Mcl1 Noxa PPI: disrupts binding of human Mcl-1 to Noxa peptide; 220,000 tested, 1.5% active; inhibition, % at 21.7 µM; TR-FRET Mcl-1/Noxa peptide binding, 2 h;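 active = compounds that cut the protein-peptide binding signal by more than 50% relative to plate controls in a single-dose test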;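 also: His-tagged Mcl-1 with rhodamine Noxa BH3 peptide and terbium anti-His antibody; 0% = Mcl-1 plus Noxa peptide wells and 100% = peptide-only wells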
Pf gamet viab: inhibitors of late stage P. falciparum gametocyte viability. inhibition, % at 10.9 µM. P. falciparum stage V gametocytes, ATP luminescence, 24 h. 150,000 tested, 0.065% active;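 active = inhibition above the mean plus 3 SD of compounds within the control limits, set per campaign, cut at about 38% in these data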;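 also: 0% = DMSO wells and 100% = medium only without gametocytes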
Cdc42 wt GTP: human Cdc42 wildtype GTP binding change, either direction | percent activity (GTP binding), % at 10 µM | GST-Cdc42 beads, Bodipy-GTP binding, flow cytometry; actives lie on both sides | AID 761 | 190,000 tested, 0.2% active;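 active = percent activity GTP binding at least 20 points away from the 100% baseline, either down as inhibitor or up as activator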;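 also: median bead fluorescence of bound Bodipy-FL-GTP at 100 nM; 0% = excess unlabeled GTP control and 100% = no compound control; below 100% means less GTP binding so inhibitor and above means activator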
Target sequence (P60953 whole entry, looked up): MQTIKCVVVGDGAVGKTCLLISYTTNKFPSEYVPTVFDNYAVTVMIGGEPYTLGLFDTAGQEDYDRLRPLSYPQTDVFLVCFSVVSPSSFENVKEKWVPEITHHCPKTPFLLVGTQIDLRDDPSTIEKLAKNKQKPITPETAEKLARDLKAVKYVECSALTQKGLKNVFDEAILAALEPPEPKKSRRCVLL
Rac1 wt GTP bind: alters GTP binding to wildtype human Rac1; 190,000 tested, 0.27% active; GTP binding activity (% of control), % at 10 µM; P63000; GST-Rac1 beads, fluorescent GTP binding, flow cytometry; actives lie on both sides; 0 = cold GTP competed, 100 = untreated; AID 757;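 active = GTP binding activity at least 20 points away from the 100% control level, either lower or higher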
ABCG2 block: blocks JC-1 efflux by human ABCG2 transporter. inhibition, % at 6.6 µM. AID 1325. Q9UNQ0. IgMXP3 cells, flow cytometry. 190,000 tested, 0.1% active;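 active = inhibition above 80%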;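 also: 0% = DMSO and 100% = nicardipine control wells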
Target sequence (Q9UNQ0 whole entry, looked up): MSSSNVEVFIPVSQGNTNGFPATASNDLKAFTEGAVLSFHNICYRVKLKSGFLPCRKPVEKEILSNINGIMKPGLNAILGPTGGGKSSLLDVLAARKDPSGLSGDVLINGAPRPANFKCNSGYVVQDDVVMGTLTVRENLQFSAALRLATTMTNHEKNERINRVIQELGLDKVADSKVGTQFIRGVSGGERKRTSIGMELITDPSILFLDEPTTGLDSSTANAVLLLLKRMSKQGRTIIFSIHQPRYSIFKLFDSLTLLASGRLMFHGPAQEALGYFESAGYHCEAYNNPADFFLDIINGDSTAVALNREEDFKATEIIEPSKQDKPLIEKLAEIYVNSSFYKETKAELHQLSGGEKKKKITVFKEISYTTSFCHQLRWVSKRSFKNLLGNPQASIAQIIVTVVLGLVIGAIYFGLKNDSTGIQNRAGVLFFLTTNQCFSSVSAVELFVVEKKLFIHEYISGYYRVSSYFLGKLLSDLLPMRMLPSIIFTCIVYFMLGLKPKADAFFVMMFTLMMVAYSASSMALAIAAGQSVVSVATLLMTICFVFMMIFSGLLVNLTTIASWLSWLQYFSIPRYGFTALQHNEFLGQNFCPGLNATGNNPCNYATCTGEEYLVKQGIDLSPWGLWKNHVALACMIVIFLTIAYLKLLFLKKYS
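Assay system – ABCG2 IgMXP3 and barcoded ABCB1 CCRF-Adr cell mix · Input – 3 million cells/mL in well · Reagent – JC-1 fluorescent substrate · Compound – single test compound dose, 6.6 µM final · Timing – 10 min exposure at 25 °C with rotation, no wash · Detection – flow cytometry of retained JC-1 fluorescence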
Rac1 act GTP bind: alters GTP binding to activated mutant human Rac1. P63000. GST-Rac1 activated beads, fluorescent GTP binding, flow cytometry; actives lie on both sides; 100% means binding = to untreated wells. percent activity (GTP binding), % at 10 µM. 190,000 tested, 0.11% active. AID 764;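 active = GTP binding at least 20 percentage points away from the 100% baseline, in either direction, so actives lie on both sides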
Avidin fluor: avidin bead compound fluorescence profile; 220,000 tested, 0.38% active; AID 1775; fluorescence (KMESF) at 10 µM; Avidin beads, compound fluorescence 488/530 nm, flow cytometry; active compounds read high; in the data active = fluorescence above about 47; also: inactives centre near 10
HRas wt GTP bind: modulators of GTP binding to human HRas wildtype; GTP binding activity, % at 10 µM; AID 759; GST-Ras wt beads, Bodipy-FL-GTP binding, flow cytometry; actives lie on both sides; 190,000 tested, 0.14% active; P01112;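 active = GTP binding activity at least 20% away from the 100% baseline, either lowered as inhibitor or raised as activator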;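 also: 0% = unlabeled GTP competition control and 100% = no-compound control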
Target sequence (P01112 whole entry, looked up): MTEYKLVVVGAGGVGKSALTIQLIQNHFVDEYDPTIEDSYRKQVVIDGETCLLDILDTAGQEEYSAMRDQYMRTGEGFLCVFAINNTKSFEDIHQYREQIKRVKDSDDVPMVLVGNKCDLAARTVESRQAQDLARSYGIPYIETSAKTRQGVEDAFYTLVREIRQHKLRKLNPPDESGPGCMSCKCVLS
* hit, by the source's call; · = not tested or not shown.

Assay codes – A = Rab7 wt GTP bind; B = Rab2 wt GTP; C = ABCB1 inh; D = Mcl1 Noxa PPI; E = Pf gamet viab; F = Cdc42 wt GTP; G = Rac1 wt GTP bind; H = ABCG2 block; I = Rac1 act GTP bind; J = Avidin fluor; K = HRas wt GTP bind
CCC(C)N(C)Cc1cccc(C2(O)CCN(S(=O)(=O)c3ccc(F)c(C)c3)CC2)c1 (stereo unspecified)
  A = 97 | B = 95 | C = 0.9 | D = 23 | E = 10 | F = 103 | G = 105 | H = 3 | I = 99 | J = 12 | K = 99
O=C(NCCNC(=O)c1cc(OCC(F)(F)F)ccc1OCC(F)(F)F)Nc1ccc(Cl)cc1
  A = 100 | B = 97 | C = 0.3 | D = 3 | E = 1 | F = 98 | G = 96 | H = 3 | I = 96 | J = 9 | K = 99
COc1ccc(Cn2c(CCC(=O)Nc3ccccc3OC)nc3cccnc32)cc1
  A = 95 | B = 95 | C = 2.4 | D = -9 | E = -10 | F = 97 | G = 94 | H = 5 | I = 96 | J = 8 | K = 94
Cc1ccc(N2CC(O)(c3cccs3)[N+]3=C2CCCC3)cc1 (stereo unspecified)
  A = 97 | B = 94 | C = -0.1 | D = -3 | E = -25 | F = 96 | G = 99 | H = 0 | I = 96 | J = 11 | K = 96
CC(O/N=C/c1ccc(OC(F)F)cc1)C(=O)Nc1cccc(S(=O)(=O)N2CCOCC2)c1 (stereo unspecified)
  A = 101 | B = 97 | C = 2.1 | D = 1 | E = · | F = 100 | G = 102 | H = 7 | I = 96 | J = 3 | K = 98
Cc1cc(S(=O)(=O)N(Cc2ccccc2F)C2CC2)ccc1-n1cnnn1
  A = 102 | B = 97 | C = 0.6 | D = 3 | E = 36 | F = 94 | G = 101 | H = 2 | I = 94 | J = 11 | K = 100
CCN(CC)C(=O)CSc1nc2ccc(NC(=O)CSc3nnc(N)s3)cc2s1
  A = 99 | B = 97 | C = -0.1 | D = 44 | E = · | F = 100 | G = 102 | H = 0 | I = 98 | J = 4 | K = 99
CNS(=O)(=O)c1cccc(C(=O)OCC(=O)N2CCc3ccccc3C2)c1
  A = 102 | B = 102 | C = -0.2 | D = 23 | E = · | F = 102 | G = 105 | H = 1 | I = 98 | J = 10 | K = 103
CCn1ncc(/C=C2/SC(=S)NC2=O)c1C
  A = 107 | B = 96 | C = -0.2 | D = 24 | E = -1 | F = 98 | G = 100 | H = 0 | I = 96 | J = 3 | K = 99
Cc1ccc(OC(=O)c2sc3ncn(C)c(=O)c3c2C)cc1
  A = 107 | B = 102 | C = -0.6 | D = 11 | E = 24 | F = 103 | G = 102 | H = -2 | I = 105 | J = 12 | K = 103
CC(C)NC(=O)COC(=O)c1cc(=O)[nH]c2ccccc12
  A = 100 | B = 103 | C = 0.4 | D = 14 | E = · | F = 102 | G = 100 | H = 1 | I = 99 | J = 12 | K = 102
N#Cc1ccc(-c2cn(-c3ccccc3)c3[n+]2CCCS3)cc1
  A = 105 | B = 98 | C = -0.4 | D = -7 | E = · | F = 97 | G = 98 | H = -3 | I = 96 | J = 9 | K = 99
N/C(CCCN1CCCCC1)=N/O
  A = 99 | B = 100 | C = 0.0 | D = -17 | E = 3 | F = 98 | G = 97 | H = 1 | I = 97 | J = 5 | K = 98
Cn1c(=O)n(Cc2ccccc2Cl)c2ccccc21
  A = 99 | B = 97 | C = 0.5 | D = -2 | E = -1 | F = 97 | G = 97 | H = 1 | I = 96 | J = 15 | K = 97
CCOC(=O)CC1=C(C(=O)OCC)C(c2cc(OC)c(OC)cc2OC)C(C#N)=C(N)O1 (stereo unspecified)
  A = 99 | B = 100 | C = 0.4 | D = 7 | E = -20 | F = 103 | G = 106 | H = 2 | I = 100 | J = 8 | K = 102
COC(=O)CNC(=O)CNC(=O)Nc1ccccc1Cl
  A = 95 | B = 95 | C = 0.5 | D = -2 | E = -18 | F = 96 | G = 96 | H = 2 | I = 95 | J = 14 | K = 97
O=C(Oc1ccc(Br)cc1C(=S)N1CCCC1)c1ccccc1F
  A = 96 | B = 94 | C = -0.3 | D = 4 | E = · | F = 94 | G = 103 | H = -1 | I = 103 | J = 3 | K = 102
CCOC(=O)N1CCN(C(=O)CS(=O)(=O)c2cn(Cc3ccccc3C)c3ccccc23)CC1
  A = 103 | B = 103 | C = 1.7 | D = 16 | E = · | F = 104 | G = 107 | H = 0 | I = 100 | J = 36 | K = 102
COc1ccc(S(=O)(=O)/N=C2/NC(=O)/C(=C\c3cc(OC)c(OC)cc3[N+](=O)[O-])S2)cc1
  A = 101 | B = 102 | C = 0.1 | D = 5 | E = -12 | F = 105 | G = 103 | H = 0 | I = 101 | J = 37 | K = 104
Cc1ccc(S(=O)(=O)c2c(C)nn(C(C)(C)C)c2OC(=O)C(C)(C)C)cc1
  A = 103 | B = 102 | C = · | D = 6 | E = -5 | F = 105 | G = 106 | H = · | I = 102 | J = 12 | K = 103
Cc1cc(C)nc(N2CCC(C(=O)NC3CCCc4ccccc43)CC2)n1 (stereo unspecified)
  A = 98 | B = 105 | C = 0.4 | D = 0 | E = -5 | F = 100 | G = 104 | H = 5 | I = 103 | J = 11 | K = 102
O=C(O)c1ccccc1-c1nc2ccccc2n1-c1ccccc1
  A = 102 | B = 100 | C = 0.3 | D = 13 | E = -5 | F = 102 | G = 103 | H = 1 | I = 101 | J = 3 | K = 104
O=C(CNC(=O)Cc1ccccc1)NCC(=O)OCc1ccc(C(=O)c2ccccc2)cc1
  A = 105 | B = 105 | C = 0.1 | D = -34 | E = · | F = 105 | G = 105 | H = 1 | I = 101 | J = 10 | K = 105
O=C(CN(c1ccccn1)S(=O)(=O)c1ccc(F)cc1)Nc1ccccc1
  A = 98 | B = 100 | C = 0.4 | D = 6 | E = 1 | F = 102 | G = 101 | H = 2 | I = 99 | J = 13 | K = 97
Cc1ccc(C2C(C#N)=C(N)Oc3nc(-c4ccccc4)[nH]c32)o1 (stereo unspecified)
  A = 100 | B = 100 | C = 0.4 | D = 32 | E = · | F = 102 | G = 97 | H = 2 | I = 96 | J = 22 | K = 101

(list continues)
Assay codes – A = Rab7 wt GTP bind; B = Rab2 wt GTP; C = ABCB1 inh; D = Mcl1 Noxa PPI; E = Pf gamet viab; F = Cdc42 wt GTP; G = Rac1 wt GTP bind; H = ABCG2 block; I = Rac1 act GTP bind; J = Avidin fluor; K = HRas wt GTP bind
O=C(NCC1CCCO1)C(c1cccnc1)N(C(=O)Cc1cccs1)c1ccccc1 (stereo unspecified)
  A = 100 | B = 103 | C = 0.7 | D = -18 | E = 1 | F = 104 | G = 102 | H = 11 | I = 99 | J = 5 | K = 103
O=C1Cc2ccccc2C(=O)N1CCc1ccccc1
  A = 94 | B = 95 | C = 0.5 | D = -2 | E = · | F = 95 | G = 93 | H = 2 | I = 94 | J = 5 | K = 92
Cc1cccc(C)c1NC(=O)COC(=O)c1ccc2[nH]c3c(c2c1)CCCC3
  A = 101 | B = 96 | C = -0.1 | D = 6 | E = 13 | F = 96 | G = 99 | H = 1 | I = 96 | J = 21 | K = 97
CCOC(=O)CC(NC(=O)c1cc2ccccc2oc1=O)c1cccc([N+](=O)[O-])c1 (stereo unspecified)
  A = 99 | B = 100 | C = 4.2 | D = 9 | E = -17 | F = 102 | G = 106 | H = 26 | I = 100 | J = 14 | K = 102
C=CCNc1nc(-c2c(C)nc3sccn23)cs1
  A = 100 | B = 101 | C = 0.0 | D = 12 | E = 6 | F = 106 | G = 105 | H = 0 | I = 99 | J = 22 | K = 99
Cc1ccc(CNC(=O)c2oc3ccc(S(=O)(=O)N4CCOCC4)cc3c2C)cc1
  A = 96 | B = 96 | C = 0.3 | D = -2 | E = · | F = 99 | G = 101 | H = 1 | I = 97 | J = 4 | K = 98
O=C(c1cccc2ccccc12)C1CCCN(C(=O)CCN2CCCO2)C1 (stereo unspecified)
  A = 95 | B = 97 | C = 0.7 | D = -4 | E = 8 | F = 97 | G = 99 | H = 3 | I = 96 | J = 3 | K = 96
CCCn1cc(SCC(=O)Nc2nnc(C)s2)c2ccccc21
  A = 97 | B = 100 | C = 0.5 | D = 2 | E = · | F = 99 | G = 104 | H = 5 | I = 99 | J = 13 | K = 100
Cn1c(CO)cnc1S(=O)(=O)Cc1ccc(Cl)cc1
  A = 100 | B = 96 | C = 1.1 | D = 1 | E = 8 | F = 95 | G = 100 | H = 7 | I = 96 | J = 9 | K = 98
O=C(c1cc2ccccc2oc1=O)N(Cc1ccco1)C1CCS(=O)(=O)C1 (stereo unspecified)
  A = 99 | B = 101 | C = -0.3 | D = 2 | E = · | F = 101 | G = 101 | H = -1 | I = 100 | J = 3 | K = 99
Cc1cccc(C)c1NC(=O)C1(NC(=O)C2CCCN2C(=O)OC(C)(C)C)CCCCC1 (stereo unspecified)
  A = 101 | B = 106 | C = 0.2 | D = 6 | E = -5 | F = 103 | G = 102 | H = 1 | I = 100 | J = 12 | K = 103
COc1c(N2CCN(C(=S)Nc3ccc(F)cc3)C(C)C2)c(F)cc2c(=O)c(C(=O)O)cn(C3CC3)c12 (stereo unspecified)
  A = 96 | B = 97 | C = 0.1 | D = -17 | E = · | F = 98 | G = 98 | H = 3 | I = 97 | J = 10 | K = 100
Cc1ccc(CNC(=O)c2ccc(N3CCc4ccccc43)c([N+](=O)[O-])c2)cc1
  A = 97 | B = 92 | C = 1.3 | D = 29 | E = -8 | F = 96 | G = 99 | H = 23 | I = 94 | J = 12 | K = 95
O=C1OCC=C1NNC(=O)c1cccnc1
  A = 105 | B = 100 | C = 0.9 | D = 25 | E = 4 | F = 96 | G = 99 | H = 5 | I = 94 | J = 10 | K = 98
CCOC(=O)Cc1nnc(NC(=O)CC)s1
  A = 100 | B = 102 | C = 0.1 | D = -6 | E = · | F = 101 | G = 100 | H = 0 | I = 99 | J = 7 | K = 103
CCOC(=O)C(C)On1c(-c2ccc(Cl)cc2)nc2ccc([N+](=O)[O-])cc21 (stereo unspecified)
  A = 98 | B = 101 | C = 1.4 | D = 16 | E = · | F = 102 | G = 106 | H = 10 | I = 101 | J = 8 | K = 102
COc1cccc(OC)c1-c1nn2c(-c3ccccc3Cl)nnc2s1
  A = 102 | B = 100 | C = 0.9 | D = 20 | E = 11 | F = 100 | G = 97 | H = 7 | I = 98 | J = 33 | K = 101

Source: PubChem BioAssay (several laboratories)
